NR2E3 ag-1 = NR2E3 agonists in two-hybrid cells, primary screen, cell-based, luminescence, CHO-S, Gal4-NCOR/VP16-NR2E3. luciferase. inhibition of corepressor binding, % at 3.98 µM. actives 0.35% (n = 360,000). AID 602229, 2012;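 active = inhibition above the mean of all tested compounds plus 3 SD, cut at about 70% in these data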;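 also: 0% = DMSO with NR2E3 transfected cells and 100% = cells lacking NR2E3 construct; higher means lower luciferase signal from less NR2E3 corepressor binding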
Target sequence (Q9Y5X4 whole entry, looked up, the tested form may be a part): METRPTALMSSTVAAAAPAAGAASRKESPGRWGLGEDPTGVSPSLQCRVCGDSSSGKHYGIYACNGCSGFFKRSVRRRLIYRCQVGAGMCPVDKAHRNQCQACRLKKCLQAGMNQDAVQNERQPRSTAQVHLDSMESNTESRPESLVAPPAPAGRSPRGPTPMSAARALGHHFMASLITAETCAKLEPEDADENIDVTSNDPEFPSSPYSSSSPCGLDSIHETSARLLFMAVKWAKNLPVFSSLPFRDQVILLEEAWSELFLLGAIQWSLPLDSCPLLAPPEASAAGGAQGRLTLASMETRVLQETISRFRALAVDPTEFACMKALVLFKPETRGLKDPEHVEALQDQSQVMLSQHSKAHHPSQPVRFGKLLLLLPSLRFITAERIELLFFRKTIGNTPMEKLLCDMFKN
TRAIL sens C8 = viability loss with TRAIL in NB7+C8 cells, primary screen, TRAIL sensitizer project, cell-based, ATPlite luminescence; inhibition (viability loss, TRAIL sensitization), % at 10 µM; actives 1% (n = 360,000);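 active = compounds causing at least 50% loss of cell viability in the single-dose screen, relative to plate controls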
MITF TRPM1 inh = inhibitors of MITF-dependent TRPM1 promoter reporter, primary screen, cell-based, SK-MEL-5, single point, luciferase; SK-MEL-5 TRPM1 promoter luciferase, 24 h; inhibition, % at 12.5 µM; actives 0.83% (n = 330,000); AID 488899, 2010;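 active = mean inhibition across replicates of 60% or more, whatever share of single replicates reaches that level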; also: values of inactives mirror those of a sister screen read the other way
EBV LMP1 NFkB = EBV LMP1-driven NF-kappaB luciferase reporter inhibitors, primary screen, cell-based, luminescence, single point | LMP1-induced NF-kappaB luciferase reporter cells | actives 0.69% (n = 350,000) | inhibition, % at 12.5 µM; in the data active = inhibition above about 41%;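 also: 0% = neutral control wells and 100% = reference inhibitor control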
Shn3 inh set2 = reduction of Shn3 3'UTR firefly luciferase signal, primary screen, Schnurri-3 inhibitor project, cell-based, Clone20 osteoblasts, set 2; inhibition, % at 12.5 µM; AID 588674, 2011; actives 0.52% (n = 360,000); Clone20 osteoblast Shn3 3'UTR firefly luciferase, 24 h;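 active = mean inhibition of at least 75% with every replicate also reaching 75%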;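 also: 0% = median of neutral control wells and 100% = pilot-screen positive control compound; some compounds past the cut are filed as inactive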
NR2E3 ag-2 = inhibitors of NR2E3-RetCOR corepressor binding, primary screen, NR2E3 agonist project, biochemical, TR-FRET, GST-NR2E3, biotin-RetCOR; 1536-well; inhibition of corepressor binding, % at 4.78 µM; actives 0.12% (n = 320,000); AID 2300, 2010;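 active = percent inhibition above the cutoff of mean plus 3 SD of all tested compounds, set per screening campaign, cut at about 20% in these data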;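 also: 0% = DMSO wells and 100% = biotin wells as full block of FRET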
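System: GST-tagged NR2E3 plus biotinylated RetCOR corepressor; Buffer or medium: pH 7.5 Tris-based buffer; Probe or stimulus: RetCOR corepressor, biotinylated, 7 nM; Doses: compound at 4.8 µM, single dose; Schedule: 5 h incubation at 4 °C; Technique: time-resolved FRET; Evaluation: percent inhibition of TR-FRET ratio; Replication: one well per compound, singlicate testing.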
iPSC survival up = enhancers of single-cell hiPSC survival, primary screen, ATPlite luminescence; 100% = ROCK inhibitor wells, 0% = DMSO; survival enhancement, % at 20 µM; actives 0.044% (n = 360,000); AID 602274, 2012; in the data active = survival enhancement above about 18%;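 also: cells exposed to compounds for 16 hours before the ATP read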
HIF-2a block = HIF-2a reporter inhibitors, primary screen, luminescence, 786-0 RCC cells; 786-0 RCC cells HIF-2a reporter, luciferase luminescence, overnight; inhibition, % at 18.8 µM; actives 0.72% (n = 360,000); AID 624352, 2012;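 active = inhibition of the luminescence signal of 40% or more relative to plate controls, in a single-dose primary screen at 18.75 µM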
KKLEB cytotox = cytotoxicity in KKLEB CF airway cells, primary screen, cytotoxicity control for CF NF-kB inhibitor project, cell-based, uHTS, fluorescence assay plates; KKLEB CF airway cells viability, ATPlite luminescence, overnight; hits give low values; cells stimulated with P. aeruginosa culture filtrate; activity change (cytotoxicity), % at 5 µM; actives 0.36% (n = 360,000);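 active = corrected activity change at or below -50% at 5 µM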
Peg3 promoter = Peg3 promoter-driven luciferase inhibitors, primary screen, cell-based, HeLa, luciferase luminescence | actives 1.7% (n = 360,000) | inhibition, % at 20 µM | HeLa PEG-Prom luciferase reporter, overnight;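 active = inhibition of at least 50% at 20 µM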
CF NFkB inh = inhibitors of PAF-induced NF-kB signaling, primary screen, cell-based, GFP fluorescence, uHTS; KKLEB NF-kB-GFP reporter, GFP fluorescence overnight; inhibition, % at 5 µM; actives 0.86% (n = 360,000); AID 588850, 2011;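 active = at least 50% inhibition at 5 µM, scaled per plate between neutral and stimulator controls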;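 also: PAF is a Pseudomonas aeruginosa culture filtrate used as stimulus; plate controls were PAF-stimulated DMSO wells for no effect and unstimulated DMSO wells for full effect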
The depositor's hits bear a star; / = no result given.

SMILES	NR2E3 ag-1	TRAIL sens C8	MITF TRPM1 inh	EBV LMP1 NFkB	Shn3 inh set2	NR2E3 ag-2	iPSC survival up	HIF-2a block	KKLEB cytotox	Peg3 promoter	CF NFkB inh
Cc1ccc(C(CC(=O)N2CCNCC2)c2ccccc2)c(O)c1C (centres undefined)	-18	9	-11	6	7	-3	0.0	9	-7	-7	8
COc1ccccc1C(=O)COC(=O)C1CCN(S(=O)(=O)c2ccc(C)c(C)c2)CC1	-2	-1	-1	-8	-1	-3	-0.4	-4	3	-1	-8
[O-]C1=N/[N+](=C/c2ccc(Cl)c(Cl)c2)CC1	-8	11	5	-5	10	2	2.2	12	3	4	-9
COc1cc(NC(=O)c2ccc([N+](=O)[O-])cc2)ccc1NC(=O)C(C)C	9	41	-3	2	15	1	0.5	-16	1	-14	-16
CN(C(=O)CSc1nc2cc(Cl)ccc2c(=O)n1Cc1ccco1)C1CCS(=O)(=O)C1 (centres undefined)	-11	-7	-5	-11	-5	0	0.6	4	3	6	-40
COC(=O)CCN1CCC(c2cc(-c3cccc(C(F)(F)F)c3)n[nH]2)CC1	-19	5	12	3	7	-4	-0.5	26	0	4	-11
COc1cccc(NC(=O)CC(C)=O)c1	8	0	0	-6	-4	-1	2.9	12	3	12	0
Cc1cc(C)cc(N(CC(=O)N2CCn3c2nc2ccccc23)S(=O)(=O)c2c(C)noc2C)c1	-8	-18	7	-4	-8	2	0.9	7	0	2	-7
COc1ccc(NC(=O)CN(C)CC(=O)Nc2cccc3ccccc23)c(OC)c1	11	-3	0	1	0	/	-0.4	14	12	3	-11
CCCNC(=O)COC(=O)c1cc(-c2ccc(OC)cc2)nc2ccccc12	-43	40	-26	-15	4	2	-0.3	-67	10	-97	-12
C=C(C)Cn1c2ccc(NC(=O)NCCc3cccs3)cc2c(=O)n1C	-13	-5	/	/	-9	/	5.6	-32	6	-19	5
CC1CCN(C(=O)c2cc(Cl)ccc2NC(=O)c2ccco2)CC1	-7	9	-2	-5	-18	2	-0.5	11	-6	1	1
CC(C)n1c(=S)[nH]c2c1c(=O)[nH]c(=O)n2C	-13	-18	-3	2	6	-2	0.9	7	3	-2	-12
CSc1ccc(Cl)c(C(=O)OCC(=O)N2CCN(c3ccccc3)CC2)c1	7	17	-15	4	16	/	-0.6	-2	-20	1	13
Cc1ccn2c(NC(=O)c3ccco3)c(-c3ccccc3)nc2c1	11	1	1	-1	5	-3	-3.3	-3	-6	-1	-5
Cc1ccc(-n2nc3c(c2NC(=O)CCC2CCCCC2)CS(=O)C3)cc1 (centres undefined)	-19	5	5	-5	9	4	-0.6	2	8	-6	-28
Fc1ccccc1Nc1n[nH]c(=S)s1	-32	2	-80	-9	-65	5	-3.3	-167	-3	-88	5
CCc1cc2c(SCC#N)ncnc2s1	-10	-4	-15	1	2	1	2.1	5	-1	-16	14
CCc1ccc(S(=O)(=O)NCc2csc(C)n2)cc1	-28	0	-4	1	-7	/	0.2	14	13	8	-3
CN(C)c1nnnn1-c1cccc(Oc2ncc(C(F)(F)F)cc2Cl)c1	-29	4	-1	-12	-4	3	1.9	11	3	12	-3
Cc1cc(N/N=C/c2ccc(N(C)C)cc2)nc(NCc2ccccc2)n1	-61	5	-7	18	1	7	-0.6	-47	-12	-15	10
CCc1nnc(NC(=O)Cn2nc(-c3ccc(OC)c(OC)c3)ccc2=O)s1	-13	-4	-4	-14	-2	-4	-2.2	-7	-20	-1	18
CC(=O)COC(=O)c1cc(-c2ccc(C)cc2)nc2ccccc12	16	21	-16	-1	-8	3	-3.3	-83	0	-60	-12
Cc1cc(NC(=S)Nc2ccc(C)c(Cl)c2)n[nH]1	-50	8	-87	-25	-83	-2	1.1	-300	-8	-347	6
COc1ccc(OC)c(NC(=O)C2CCC(CNc3c(N4CCC(C)CC4)c(=O)c3=O)CC2)c1 (centres undefined)	2	13	10	8	5	0	-0.5	-13	-16	-1	-3
Next part.
SMILES	NR2E3 ag-1	TRAIL sens C8	MITF TRPM1 inh	EBV LMP1 NFkB	Shn3 inh set2	NR2E3 ag-2	iPSC survival up	HIF-2a block	KKLEB cytotox	Peg3 promoter	CF NFkB inh
Cc1cccnc1NC(=O)CNC(=O)C12CC3CC(CC(Cl)(C3)C1)C2	-2	-17	3	-13	12	1	1.7	15	4	-33	-4
COCCn1nnnc1C(c1ccc(OC)cc1OC)N1CCN(c2ccccc2F)CC1 (centres undefined)	-24	-12	3	5	2	7	0.1	2	2	13	9
Cn1c(=O)c2c(nc(SC3C(=O)CC(C)(C)CC3=O)n2C)n(C)c1=O	10	-5	-10	-16	12	1	3.7	-9	-4	7	2
CCCCOCCCNC(=O)N[C@H](C(=O)OC)C(C)C	10	0	4	-6	-10	2	2.4	0	-7	0	-19
Cc1cc(C)c(C(=O)COC(=O)CCn2c(C)csc2=O)cc1C	-9	5	-54	-11	-26	0	1.7	-138	-4	-242	5
COc1ccc(-c2nnc(SCC(=O)c3[nH]c(C)c(C(C)=O)c3C)o2)cc1	-4	48*	14	-14	55	-2	0.7	1	-20	-14	18
CC(c1ccccc1)C1CC(=O)N(C2CCCCC2)C1=O (centres undefined)	-10	9	10	-5	-14	-1	-1.3	15	-9	14	16
CCOc1ccc2[nH]c(C)cc(=O)c2c1	6	0	1	7	-4	-2	2.0	0	13	-1	-40
C=CCOc1ccc(-c2nc3c(c(=O)[nH]c(=O)n3Cc3ccccc3)n2CCCOC)cc1	-14	0	-8	2	-2	1	-0.4	5	2	37	-2
Cc1cc(=O)oc2cc(OCC(=O)Nc3nnc(C(C)C)s3)ccc12	-8	-7	4	-9	-12	-1	-2.4	12	-1	9	14
CC(=O)c1ccc(S(=O)(=O)NC2CC(=O)N(c3ccc(C)c(C)c3)C2)cc1 (centres undefined)	16	3	-6	-1	11	3	-0.6	-10	7	1	-24
CCOC(=O)c1[nH]c2cc(OC)c(OC)cc2c1NC(=O)c1nonc1C	7	-1	0	-6	-8	6	-0.7	6	1	6	-10
C=CCN1C2=NCCCN2c2ccccc21	-4	-9	-15	5	-7	0	-0.3	3	12	14	-12
COc1ccc(-c2cn(Cc3ccc([N+](=O)[O-])cc3)nn2)cc1	-8	14	-18	-2	62	1	-3.0	-108	-22	-71	17
CCOC(=O)/C(=C\c1cn(C)c2ccccc12)[N+](=O)[O-]	-13	5	16	-5	13	4	-1.3	39	-2	38	5
O=C(COC(=O)c1ccc(Br)o1)NCc1ccccc1Cl	10	-33	/	4	6	/	-0.2	10	-19	16	17
Cc1ccccc1S(=O)(=O)Nc1nc2ccccc2nc1Cl	9	-2	-2	-10	15	13	-0.6	3	-6	25	13
NS(=O)(=O)c1cccc(NC(=O)COC(=O)CSCc2ccccc2)c1	25	21	2	4	6	/	3.2	4	1	5	-7
CCOc1cc(NC(=O)C2CC2)c(OCC)cc1NC(=O)c1ccccn1	-13	8	8	-2	21	-3	2.7	4	11	24	-22
O=C(CN(Cc1cccs1)C(=O)CNS(=O)(=O)c1ccc(F)cc1)NCC1CCCO1 (centres undefined)	3	4	3	-8	-39	2	-1.6	2	1	6	-2
O=S(=O)(Nc1cc(Cl)ccc1-n1cncn1)c1cc(Br)ccc1Br	92*	16	18	13	30	0	-3.1	-7	12	35	39
COc1ccc(NC(=O)C(Sc2nnc3ccccn23)c2ccccc2)cc1Cl (centres undefined)	-9	-13	-3	8	-15	-1	-0.9	2	6	-4	-1
Cc1c(C(=O)NC(C)CN2CCCCC2)oc2ccccc12 (centres undefined)	-8	-2	0	-1	-23	2	-1.1	-86	-1	-22	5
O=C(c1ccc(OC2CCN(CCc3ccccc3)CC2)cc1)N1CCC[C@H]1CO	-4	-9	-4	-3	13	/	0.1	7	12	-2	-8
S=C(NCc1cccs1)Nc1cc(Cl)cc(Cl)c1	29	-2	-7	7	22	-3	-0.6	-50	-4	22	25
More results follow.
SMILES	NR2E3 ag-1	TRAIL sens C8	MITF TRPM1 inh	EBV LMP1 NFkB	Shn3 inh set2	NR2E3 ag-2	iPSC survival up	HIF-2a block	KKLEB cytotox	Peg3 promoter	CF NFkB inh
COC(=O)c1c(C)[nH]c(C)c1-c1ccccc1	-3	2	-1	8	4	0	2.6	14	14	22	1
C[C@@H]1CN([C@H](C)CO)C(=O)CCCn2cc(nn2)CO[C@H]1CN(C)S(=O)(=O)c1ccc(Oc2ccccc2)nc1	-19	2	/	-9	-13	/	-2.1	8	15	-11	-26
C[C@H](NC(=O)[C@H]1N2C(=O)c3ccccc3C2SC1(C)C)C(=O)NCC1CCCO1 (some centres undefined)	-24	-8	10	-1	5	2	0.1	2	5	0	-6
CN(CCN(C)C(C)(C)C)C(=O)C(c1ccccc1)c1ccccc1	-17	1	4	5	-4	-1	-0.1	10	-2	4	-7
Cc1[nH]nc2c1C(Cc1ccccc1)C(C#N)=C(N)O2 (centres undefined)	3	-9	5	4	-2	-1	-2.8	17	4	20	6
CCOc1ccc(CN2CCC(=O)NC2=O)cc1	-14	-17	0	-4	8	3	-1.3	5	-8	-5	6
CN(C)CCCNCC(=O)Nc1ccccc1N1CCOCC1	-21	2	7	0	3	-1	-1.7	16	3	-1	5
CCCCN(CC)S(=O)(=O)c1ccc(C(=O)Nc2nnc(-c3ccccc3Cl)o2)cc1	4	18	8	8	32	4	1.1	13	2	30	0
CC[C@@H]1C=C(C(=O)O)[C@H](c2ccc(F)cc2)N1S(=O)(=O)c1ccc(C)cc1	-25	-5	-2	-1	1	/	2.1	5	-8	-1	10
c1coc(Cn2nnnc2CN2CCN(C3CCCCC3)CC2)c1	-1	9	-5	-8	4	0	-2.5	4	-6	6	-2
O=C(NCc1ccccn1)Nc1ccccc1F	-30	-9	-17	-13	2	-1	-0.4	-58	-2	-50	1
O=C(NCCN1C(=O)S/C(=C\c2ccc(F)cc2)C1=O)c1cccc(S(=O)(=O)N2CCOCC2)c1	-25	-3	-33	0	4	4	0.1	-123	-4	-96	14
CCc1nnc(SCC(=O)N2CCCc3ccccc32)nc1CC	14	-22	14	1	4	-1	1.5	10	-1	14	0

Source: PubChem BioAssay (several laboratories)

Not all compounds are listed (hit frequency here may not be typical).
